S1P3 antagonist: S1P3 receptor antagonists, primary screen, cell-based. AID 485, 2006. CHO S1P3 NFAT-BLA reporter, FRET fluorescence, antagonist mode. Sphingosine 1-phosphate receptor 3 (Homo sapiens), Q99500. inhibition, % at 4.98 µM. actives 0.27% (n = 170,000);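 active = inhibition above the plate cutoff, the mean inhibition of test wells on that plate plus 3 SD, cut at about 28% in these data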;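 also: cells challenged with S1P at its EC80 of 0.8 µM; blue over green emission ratio from cleaved BLA substrate after 4 h stimulation; 0% = S1P-stimulated wells and 100% = unstimulated DMSO-only wells; some compounds past the cut are filed as inactive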
TNAP inh hi DEA: human TNAP enzyme inhibitors, primary screen, biochemical, luminescent, high phosphate acceptor level, uHTS; purified TNAP, CDP-star luminescence, 1 M DEA; inhibition, % at 20 µM; actives 0.03% (n = 200,000);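 active = over 50% inhibition of tissue-nonspecific alkaline phosphatase at 20 µM in the single-dose screen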;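 also: plate controls were DMSO wells for no effect and EDTA-quenched wells as full inhibition for full effect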
Target sequence (P05186 whole entry, looked up): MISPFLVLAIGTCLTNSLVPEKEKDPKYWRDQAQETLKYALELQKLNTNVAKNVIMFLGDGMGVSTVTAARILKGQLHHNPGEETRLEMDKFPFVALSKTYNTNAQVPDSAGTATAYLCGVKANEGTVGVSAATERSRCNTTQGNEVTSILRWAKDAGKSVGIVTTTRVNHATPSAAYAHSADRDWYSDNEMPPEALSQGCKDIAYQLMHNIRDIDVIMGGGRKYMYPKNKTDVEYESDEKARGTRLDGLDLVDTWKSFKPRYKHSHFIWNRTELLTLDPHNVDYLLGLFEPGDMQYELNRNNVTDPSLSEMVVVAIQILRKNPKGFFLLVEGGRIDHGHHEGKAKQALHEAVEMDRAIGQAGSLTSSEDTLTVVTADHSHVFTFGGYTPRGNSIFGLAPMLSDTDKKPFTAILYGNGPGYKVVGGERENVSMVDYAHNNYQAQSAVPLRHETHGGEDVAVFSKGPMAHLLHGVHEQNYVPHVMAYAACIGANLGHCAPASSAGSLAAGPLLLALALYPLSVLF
Efa HMGR inh: inhibitors of E. faecalis class II HMGR, primary screen, biochemical, Enterococcus faecalis | purified E. faecalis HMGR, NADPH absorbance 340 nm kinetic | actives 0.41% (n = 190,000) | inhibition, % at 10 µM | HMG-CoA reductase (Enterococcus faecalis, mvaE);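 active = inhibition above a set limit, the median over all tested compounds plus 3 SD, cut at about 9.5% in these data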;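 also: enzyme runs in reverse so mevalonate oxidation gives rising NADPH absorbance; 0% = complete reaction with DMSO and 100% = background rate lacking mevalonate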
DTT redox prof: compounds producing H2O2 with reducing agent – biochemical, NIH compound library profiling, artefact control for MLSCN library redox annotation, primary screen; DTT-dependent redox cycling H2O2, phenol red/HRP absorbance; 100% = 100 µM peroxide control, 0% = buffer; activation, % at 10 µM; actives 0.03% (n = 200,000); AID 878, 2007;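 active = activation of at least 50% relative to the plate's high and low controls in the primary single-dose screen; inactive = activation below 50%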;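 also: compound incubated with DTT at 0.8 mM final as the reducing agent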
PMI activator: activators of human PMI, primary screen, biochemical, fluorescence intensity, near-Km mannose 6-phosphate. purified human PMI, coupled resazurin fluorescence, 20 min; active compounds read high; 1 = vehicle control, 0 substrate-free wells. activation factor at 20 µM. actives 0.005% (n = 190,000). AID 1214, 2008;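 active = activation factor of 2 or more at 20 µM, relative to plate controls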
Target sequence (P34949 whole entry, looked up): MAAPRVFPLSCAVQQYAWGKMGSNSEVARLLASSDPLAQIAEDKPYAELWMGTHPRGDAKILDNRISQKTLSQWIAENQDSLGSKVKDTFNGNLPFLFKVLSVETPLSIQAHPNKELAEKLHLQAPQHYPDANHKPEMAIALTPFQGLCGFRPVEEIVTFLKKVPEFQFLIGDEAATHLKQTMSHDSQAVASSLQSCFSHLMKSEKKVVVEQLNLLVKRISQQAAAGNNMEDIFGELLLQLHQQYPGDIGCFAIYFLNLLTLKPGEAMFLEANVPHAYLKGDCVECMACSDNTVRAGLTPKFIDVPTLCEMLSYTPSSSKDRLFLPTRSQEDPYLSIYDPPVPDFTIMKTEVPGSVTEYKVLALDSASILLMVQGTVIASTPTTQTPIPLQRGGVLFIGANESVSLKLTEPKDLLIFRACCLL
Hsp70 activator: Hsp70 transcriptional activators, primary screen, cell-based, HeLa, Hsp70 promoter luciferase, luminescence, 10 µM | HeLa Hsp70 promoter luciferase reporter; scaled: vehicle 0, proteasome-inhibitor control 100% | actives 0.04% (n = 200,000) | activation, % at 10 µM | AID 1203, 2008;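 active = activation above the mean across all tested compounds plus 3 SD, cutoff set per campaign, cut at about 5.5% in these data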;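 also: 100% = MG132 at 30 µM as the positive control and 0% = DMSO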
TNAP inh no acc: human TNAP enzyme inhibitors, primary screen, biochemical, luminescent, no phosphate acceptor, uHTS. purified TNAP, CDP-star luminescence, 30 min. inhibition, % at 20 µM. AID 1012, 2008. Alkaline phosphatase, tissue-nonspecific isozyme (Homo sapiens), P05186. actives 0.26% (n = 200,000);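 active = tissue-nonspecific alkaline phosphatase inhibition above about 50% at 20 µM in the single-dose screen, limit read from the data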;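 also: 0% = DMSO negative control and 100% = EDTA positive control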
RAM inhibit: inhibitors of the yeast RAM network, primary screen, dse1pr::URA3 reporter, 5-FOA selection; inhibition, % at 50 µM; S. cerevisiae dse1pr::URA3 reporter, 5-FOA growth OD615, 2 d; analog-sensitive cbk1-as2 kinase mutant strain; actives 1.8% (n = 190,000); AID 868, 2007;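 active = inhibition above a set limit, 3 SD over mean compound inhibition, cut at about 8.4% in these data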;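 also: 0% = DMSO-only wells with no growth and 100% = 10 µM 1-NA-PP1 full growth; inhibition rescues growth on 5-FOA so higher OD means more RAM inhibition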
L major viab: Leishmania major promastigote growth inhibition, primary screen. Leishmania major promastigotes, resazurin fluorescence viability. inhibition, % at 10 µM. actives 9% (n = 200,000); in the data active = inhibition above about 50%;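 also: promastigotes grown with compound for 44 hours at 28 °C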
PMI act satM6P: human PMI activators, high substrate, primary screen, biochemical, fluorescence intensity, near-saturating mannose 6-phosphate; Mannose-6-phosphate isomerase (Homo sapiens), P34949; coupled PMI enzyme assay, resazurin fluorescence, 20 min; active compounds read high; 1 = untreated enzyme, 0 = substrate-free blank; actives 0.34% (n = 190,000); activation factor at 20 µM;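 active = activation factor of 2 or more at 20 µM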
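assay system = human phosphomannose isomerase with PGI, G6PDH, diaphorase coupling enzymes | quantity = 15 ng/mL PMI | incubation = enzyme reaction with compound 20 min at room temperature | medium = HEPES pH 7.4 buffer with MgCl2 and Tween-20 | compound dosing = one concentration, 20 µM, in 1% DMSO | measured by = Diaphorase-driven resazurin-to-resorufin fluorescence, excitation 544, emission 590 nm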
* = called active by the depositor; · = not tested or not shown.

Below each SMILES – S1P3 antagonist, TNAP inh hi DEA, Efa HMGR inh, DTT redox prof, PMI activator, Hsp70 activator, TNAP inh no acc, RAM inhibit, L major viab, PMI act satM6P
1. Cc1cc(C)n(-c2nncn2/N=C/c2ccccc2F)n1
    -2, -2, -5, -0.1, 1.1, -0.1, 1, 1.2, -4, 0.9
2. O=C(CCCn1c(=O)c2sccc2n(CC(=O)NCc2ccco2)c1=O)NCc1ccco1
    2, -5, 6, 1.9, 0.9, 0.2, -12, 3.0, 0, 1
3. O=C(c1cc(-c2cccs2)nc2ccccc12)N1CCN(S(=O)(=O)c2cccc(F)c2)CC1
    ·, 1, -7, 0.1, 0.9, -0.1, 4, 3.0, 14, 0.9
4. CCCC1S/C(=N/N=C/c2ccco2)NC1=O (centres undefined)
    4, -5, -5, -0.7, 0.9, -0.2, 5, 3.3, -7, 0.9
5. CCOC(=O)/C(C#N)=C1/SC(CC)C(=O)N1c1ccc(Br)cc1 (centres undefined)
    ·, -6, 6, 1.2, 1.1, 0.0, -2, 0.9, -8, 1.1
6. COc1ccc(C(=O)NCC(=O)OCC(=O)Nc2sccc2C#N)cc1OC
    -10, -2, -6, 0.4, 0.9, -0.1, -14, 1.6, -6, 0.8
7. Cc1ccccc1NC1=NC(=S)N(c2ccccc2)C12CCOC(C)(C)C2 (centres undefined)
    ·, -2, 1, 1.9, 0.9, 0.0, -5, 4.1, 9, 1
8. Cc1onc(-c2ccccc2)c1C(=O)NC(=S)NNC(=O)c1ccc(O)cc1
    4, -5, 0, 0.2, 1.1, -0.3, -102, 6.0, 0, 1.1
9. COc1ccccc1NC(=O)Cn1cncc1-c1ccc([N+](=O)[O-])cc1
    ·, -2, -2, -3.7, 0.9, 0.0, -9, 1.2, -5, 0.9
10. CCN1C(=O)/C(=C/C=C2/SCCN2C)SC1=S
    ·, 41, 1, -5.1, 0.8, -0.5, 10, 1.6, -5, 0.7
11. O=S(Cc1ccc(Cl)cc1)CC(O)(c1ccccc1)c1ccccc1 (centres undefined)
    ·, -4, 0, -2.8, 1, 0.5, 4, 1.7, 9, 1
12. O=C(COC(=O)C1=COCCO1)NCc1ccc(Cl)cc1
    4, -7, -1, -0.2, 1.2, -0.3, 0, 1.6, -5, 1.1
13. CN(Cc1ccncc1)C1CC(=O)N(c2ccc(F)cc2)C1=O (centres undefined)
    -2, -1, 4, -1.9, 1, -0.2, -3, 2.5, -2, 1
14. O=C(CSc1ncccn1)NCc1ccc(Cl)cc1
    -17, -2, -3, -1.1, 1, 0.1, -7, 0.4, -5, 1
15. CCOc1cccc(C(=O)NC(=S)Nc2ccccc2)c1
    16, -4, -4, 0.1, 0.9, -0.1, 6, -0.6, -1, 1

Shown with one line to a screen: entries from further up.
1. Cc1cc(C)n(-c2nncn2/N=C/c2ccccc2F)n1
2. O=C(CCCn1c(=O)c2sccc2n(CC(=O)NCc2ccco2)c1=O)NCc1ccco1
3. O=C(c1cc(-c2cccs2)nc2ccccc12)N1CCN(S(=O)(=O)c2cccc(F)c2)CC1
4. CCCC1S/C(=N/N=C/c2ccco2)NC1=O (centres undefined)
5. CCOC(=O)/C(C#N)=C1/SC(CC)C(=O)N1c1ccc(Br)cc1 (centres undefined)
6. COc1ccc(C(=O)NCC(=O)OCC(=O)Nc2sccc2C#N)cc1OC
Screen / compound no.,1,2,3,4,5,6
S1P3 antagonist,-2,2,·,4,·,-10
TNAP inh hi DEA,-2,-5,1,-5,-6,-2
Efa HMGR inh,-5,6,-7,-5,6,-6
DTT redox prof,-0.1,1.9,0.1,-0.7,1.2,0.4
PMI activator,1.1,0.9,0.9,0.9,1.1,0.9
Hsp70 activator,-0.1,0.2,-0.1,-0.2,0.0,-0.1
TNAP inh no acc,1,-12,4,5,-2,-14
RAM inhibit,1.2,3.0,3.0,3.3,0.9,1.6
L major viab,-4,0,14,-7,-8,-6
PMI act satM6P,0.9,1,0.9,0.9,1.1,0.8

Next part
Below each SMILES – S1P3 antagonist, TNAP inh hi DEA, Efa HMGR inh, DTT redox prof, PMI activator, Hsp70 activator, TNAP inh no acc, RAM inhibit, L major viab, PMI act satM6P
16. CCCCOC(=O)C1=C(C)Nc2ncnn2C1c1ccc(OC)c(OC)c1 (centres undefined)
    -5, -6, 0, -3.0, 0.9, -0.3, -8, 0.1, 75*, 0.9
17. O=C(O)c1ccc(Nc2nc(-c3ccccc3)cs2)cc1
    16, -4, -3, -1.5, 1, 0.0, -14, 3.6, 0, 1
18. Cc1ccc(S(=O)(=O)NNC(=O)Nc2ccc(Cl)c(Cl)c2)cc1
    2, 0, 1, 0.0, 0.9, -0.5, -2, 3.3, -4, 1
19. COc1ccc(-c2cc(C(F)(F)F)n3ncc(C(=O)N(C)Cc4ccccc4)c3n2)cc1
    -11, -5, -1, 0.0, 1, -0.1, -8, 1.9, 30, 1
20. COc1ccccc1C(=O)Nc1ccc(S(=O)(=O)NC2=NCCCCC2)cc1
    2, -4, -1, 0.2, 1, 0.0, -4, 1.3, 0, 0.9
21. O=C(CCN1C(=O)C2C3C=CC(C3)C2C1=O)NCCc1ccccc1 (centres undefined)
    3, -1, -3, -0.1, 1, -0.4, 3, 1.1, 1, 1
22. Cc1ccc(SCc2nn(C)c(Cl)c2C=O)cc1
    -13, 1, -6, -0.8, 1, -0.3, -3, -0.4, -2, 1
23. CC1CCc2nc(/C(C#N)=C/c3ccncc3)sc2C1 (centres undefined)
    -11, -3, -1, 1.5, 1.1, 0.0, 2, 1.5, 53*, 1
24. Cc1ccc2cc(C(c3nnnn3CC3CCCO3)N3CCc4ccccc4C3)c(=O)[nH]c2c1 (centres undefined)
    -16, -4, 1, 2.6, 1, 0.3, 0, 1.8, 93*, 1.4
25. COc1ccccc1OCCC(=O)OCCN1C(=O)c2ccccc2C1=O
    -12, -4, -4, 0.1, 1, -0.1, -11, 0.3, -7, 1
26. COc1ccc(-c2nnc(-c3cc4ccccc4oc3=O)o2)cc1
    ·, -4, -2, 1.2, 1, -0.2, -12, -0.2, 5, 1.1
27. CCOC(=O)N1CCC(NC(=O)c2cc(S(=O)(=O)N3CCC4(CC3)OCCO4)ccc2F)CC1
    -1, -3, 1, -1.6, 1, -0.3, -10, -0.1, 0, 1.1
28. O=C(NCc1cccs1)Nc1cc(Cl)ccc1Cl
    -5, -4, -1, -0.7, 1, -0.3, -7, 2.2, 3, 1
29. COc1ccc(C2(C(F)(F)F)NC(=O)N(C)C(=O)N2C)cc1 (centres undefined)
    ·, -7, -4, -0.8, 1.1, -0.1, -5, -0.1, 6, 1.1
30. O=C(c1ccco1)n1nc(-c2ccco2)nc1SCc1ccccc1
    ·, 0, -8, 0.3, 0.9, 0.2, -14, 4.2, -4, 0.9

Another view of two compounds above.
| # | SMILES | S1P3 antagonist | TNAP inh hi DEA | Efa HMGR inh | DTT redox prof | PMI activator | Hsp70 activator | TNAP inh no acc | RAM inhibit | L major viab | PMI act satM6P |
| --- | --- | --- | --- | --- | --- | --- | --- | --- | --- | --- | --- |
| 23 | CC1CCc2nc(/C(C#N)=C/c3ccncc3)sc2C1 (centres undefined) | -11 | -3 | -1 | 1.5 | 1.1 | 0.0 | 2 | 1.5 | 53* | 1 |
| 16 | CCCCOC(=O)C1=C(C)Nc2ncnn2C1c1ccc(OC)c(OC)c1 (centres undefined) | -5 | -6 | 0 | -3.0 | 0.9 | -0.3 | -8 | 0.1 | 75* | 0.9 |

The list goes on.
Below each SMILES – S1P3 antagonist, TNAP inh hi DEA, Efa HMGR inh, DTT redox prof, PMI activator, Hsp70 activator, TNAP inh no acc, RAM inhibit, L major viab, PMI act satM6P
31. COc1ccc(N(CC(=O)N2CCN(c3ccccc3F)CC2)S(=O)(=O)c2c(C)n[nH]c2C)cc1
    -6, -4, 4, 0.1, 0.9, 0.2, -12, -0.5, 5, 0.9
32. O=C(COC(=O)c1cnccn1)c1ccc(Cl)cc1
    -3, -3, 2, 4.0, 1.1, -0.1, -6, 1.5, -8, 1
33. CCCn1nc2cc(C(=O)N(CC)c3ccc(OC)cc3)ccc2c1OCC
    ·, -5, 5, -4.2, 1, 0.2, -14, 1.2, 0, 1
34. CCOC(=O)CN/C=C(\C#N)c1ccc(F)cc1
    -14, -8, -1, -0.1, 1.1, -0.3, -6, 0.4, -8, 1.1
35. Cc1ccn2c(NC3CCCC3)c(-c3ccccn3)nc2c1
    1, -8, -2, -0.5, 0.9, -0.2, -41, 0.3, 101*, 0.8
36. COc1ccc(-n2c(SCc3nnc(-c4ccccc4)o3)nnc2-c2ccccc2)cc1
    -18, -3, -9, -4.0, 1, -0.2, -7, 6.0, 0, 1
37. CCOC(=O)c1sc2ncnc(N3CCN(CC)CC3)c2c1C
    -8, 0, -3, 7.8, 1, -0.1, -9, 0.1, 24, 1
38. CC(C)NC(=O)Cn1nc(C(F)(F)F)c2c1CCC2
    ·, -6, 2, 0.6, 1.3, -0.4, -4, 1.5, -2, 1.3
39. Cc1cccc(-n2ncc3c(N(CCO)CCO)ncnc32)c1
    -21, -4, 1, 0.0, 1, 0.2, -15, 1.2, -7, 1
40. COc1ccc2c(c1)CCc1c(C(=O)Nc3cc(C)n(Cc4ccc(Cl)cc4)n3)noc1-2
    9, -4, -1, -2.8, 0.9, -0.3, -9, 3.1, -6, 0.9
41. CCOC(=O)N1CCC(NC(=O)c2cc(S(=O)(=O)N3CCCCC3)ccc2F)CC1
    6, -4, -2, -0.7, 1.1, -0.1, -2, 0.9, -2, 1.1
42. CCCc1cc(=O)n2[nH]c(NCc3ccc(OC)cc3)nc2n1
    -9, -2, -2, -0.4, 1.1, -0.3, -11, -0.7, -6, 1
43. COc1ccc(C(=O)CC(=O)C(=O)NCCc2cccc(C)c2)cc1
    -8, -2, 3, -0.1, 1, -0.5, -6, 4.2, 64*, 1.1

Screens (PubChem BioAssay)
